m-calpain inh = calpain II (pig) inhibition; AID 1236; inhibition, % at 16 µM; purified calpain II, fluorogenic peptide substrate, 30 min; hit rate 0.37% among 220,000;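 active = inhibition above about 50%, limit read from the data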
EBV gp42 block = EBV gp42 inhibition | Fluorescence polarization binding assay, mP read-out | hit rate 0.42% among 220,000 | AID 1085 | inhibition, % (tested at 21.74 µM); in the data active = inhibition above about 50%
Tb hexokinase = blocks Trypanosoma brucei hexokinase 1 activity; AID 1430; hit rate 0.11% among 220,000; inhibition, % at 10 µM; recombinant TbHK1, G6PDH-coupled NADH A340;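 active = inhibition of 50% or more in the single-dose primary screen; inactive = inhibition below 50%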
TRPN1 ag = activates the zebrafish TRPN1 channel; hit rate 0.18% among 220,000; activation, % at 3 µM; HEK293 zebrafish TRPN1-YFP, Fluo-8 calcium fluorescence; 100% = response to 87 µM carbachol;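 active = activation above its plate's cutoff, the mean activation of test wells on that plate plus 3 SD, cut at about 19% in these data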;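 also: 0% = DMSO alone and 100% = 87 µM carbachol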
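Control set: carbachol 87 µM as high control, DMSO as low control; system: HEK293 stable line with zebrafish TRPN1-YFP; read-out: % activation versus carbachol response; detection: intracellular calcium fluorescence with Fluo-8; doses: single test compound dose, 3 µM nominal, 0.3% DMSO; schedule: dye 1 h 37 °C plus 30 min RT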
Cl transport mod = modulates chloride dependent transport by human KCC2. hit rate 2.2% among 190,000. Q9H2X9. KCC2 cells, thallium flux FluoZin-2 fluorescence. B-score of Tl+ flux slope (higher = more flux/activation; lower = inhibition) at 10 µM;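 active = thallium flux slope and its plate-corrected score both differing from the plate sample mean at a set confidence after two filtering rounds, in either direction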;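 also: slope of fluorescence scaled to starting intensity during 10 to 20 s after thallium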
Target sequence (Q9H2X9 whole entry, looked up): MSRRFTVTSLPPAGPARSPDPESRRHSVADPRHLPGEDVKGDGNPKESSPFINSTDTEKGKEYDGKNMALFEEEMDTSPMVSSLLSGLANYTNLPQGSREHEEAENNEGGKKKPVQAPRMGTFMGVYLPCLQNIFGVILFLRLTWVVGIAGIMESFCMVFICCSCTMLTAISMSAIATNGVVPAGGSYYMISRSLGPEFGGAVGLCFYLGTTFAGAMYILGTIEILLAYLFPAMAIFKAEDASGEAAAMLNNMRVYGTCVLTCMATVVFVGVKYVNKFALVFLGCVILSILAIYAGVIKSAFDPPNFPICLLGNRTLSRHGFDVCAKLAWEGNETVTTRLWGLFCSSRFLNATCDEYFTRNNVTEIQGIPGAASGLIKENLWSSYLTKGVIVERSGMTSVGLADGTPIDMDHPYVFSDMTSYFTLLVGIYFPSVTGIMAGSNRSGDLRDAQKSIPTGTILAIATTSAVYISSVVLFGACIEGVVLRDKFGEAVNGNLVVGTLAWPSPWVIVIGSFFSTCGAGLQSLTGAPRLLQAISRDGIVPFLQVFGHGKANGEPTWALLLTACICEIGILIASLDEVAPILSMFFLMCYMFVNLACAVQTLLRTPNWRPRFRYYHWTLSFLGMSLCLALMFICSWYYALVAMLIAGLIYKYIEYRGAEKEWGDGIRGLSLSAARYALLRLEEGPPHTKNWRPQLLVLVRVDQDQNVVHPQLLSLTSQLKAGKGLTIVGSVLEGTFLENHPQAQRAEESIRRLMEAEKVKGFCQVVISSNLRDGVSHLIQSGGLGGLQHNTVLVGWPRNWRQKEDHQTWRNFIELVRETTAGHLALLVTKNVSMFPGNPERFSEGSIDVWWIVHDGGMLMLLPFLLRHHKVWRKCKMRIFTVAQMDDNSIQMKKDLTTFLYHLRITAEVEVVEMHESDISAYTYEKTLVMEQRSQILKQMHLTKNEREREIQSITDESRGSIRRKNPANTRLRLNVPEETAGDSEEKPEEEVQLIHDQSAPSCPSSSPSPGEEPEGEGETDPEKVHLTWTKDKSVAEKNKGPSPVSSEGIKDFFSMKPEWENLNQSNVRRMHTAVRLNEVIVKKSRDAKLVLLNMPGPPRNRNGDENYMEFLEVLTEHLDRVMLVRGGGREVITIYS
TRPML3 agonist = human mucolipin-3 channel agonism; Q8TDD5; HEK293 TRPML3-YFP, Fluo-8 calcium fluorescence; 100% = the carbachol control signal; activation, % at 3 µM; hit rate 0.29% among 220,000;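 active = activation above its plate's cutoff, the mean activation of the plate's test wells plus 3 SD, cut at about 12% in these data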;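 also: 0% = DMSO only wells and 100% = carbachol wells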
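Material: HEK293 cells stably carrying human TRPML3-YFP; compound dosing: single dose, 3 µM final nominal compound, 0.3% DMSO final; incubation: 1-h 37 °C dye load, 5-s basal, 120-s post-compound reads; technique: Fluo-8 intracellular calcium fluorescence, excitation 470-495 nm, emission 515-575 nm; read-out basis: percent activation from peak-to-basal fluorescence ratio, scaled between DMSO and carbachol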
PPC-1+TRAIL kill = compounds killing PPC-1 cancer cells with TRAIL present (potentiator screen, no TRAIL-free arm). AID 1443. hit rate 0.41% among 220,000. cell killing (% activity), % at 4 µM. PPC-1 cells + TRAIL, ATPLite viability luminescence;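 active = cell killing above 50% in the first pass at 4 µM, then a duplicate retest at 5 µM averaging 50% or more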;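 also: plate controls were cells with TRAIL plus DMSO for no effect and medium-only wells lacking cells for full effect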
Thrombin inh = thrombin (human) inhibition | P00734 | inhibition, % at 5 µM | alpha-thrombin, Boc-VPR-AMC fluorogenic substrate cleavage | hit rate 0.26% among 220,000;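 active = inhibition at or above 40%; inactive = inhibition below 40%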;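 also: 0% = enzyme with no compound and 100% = wells without enzyme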
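Material: human alpha-thrombin protein. Incubation: reaction at ambient temperature. Technique: fluorescence of released AMC, ex 355 nm, em 460 nm. Control set: no-compound enzyme wells and no-enzyme blanks. Also added: Boc-VPR-AMC substrate, 15 µM final. Buffer or medium: pH 7.5 Tris (50 mM) with NaCl 150 mM, Tween 20 0.05%.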
Furin inhibitor = human furin inhibition; hit rate 0.061% among 220,000; inhibition, % at 30 µM; P09958; purified furin, fluorogenic substrate cleavage; in the data active = inhibition above about 25%; also: inactives centre near -15
* marks the source's active call; other numbers are inactive results; [ ] = another dose, or the depositor's remark.

What do the screens show for `CCC(Sc1nc2c(cnn2-c2ccc(Cl)cc2)c(=O)[nH]1)C(=O)OC` (centres undefined)?
m-calpain inh: -25; EBV gp42 block: -8; Tb hexokinase: -16; TRPN1 ag: 0.1; Cl transport mod: -0.29; TRPML3 agonist: 0.8; PPC-1+TRAIL kill: 39; Thrombin inh: -8; Furin inhibitor: -27

What do the screens show for `COc1ccc(S(=O)(=O)N2CCCCCC2)cc1C(=O)OCC(=O)NCC(C)C`?
m-calpain inh: 10; EBV gp42 block: -15; Tb hexokinase: -2; TRPN1 ag: 1.4; Cl transport mod: 1.3; TRPML3 agonist: 0.8; PPC-1+TRAIL kill: 5; Thrombin inh: 1; Furin inhibitor: -3[20 µM]

What do the screens show for `CC(=O)Nc1cc(ON=C(C)C)cc([N+](=O)[O-])c1`?
m-calpain inh: 17; EBV gp42 block: -10; Tb hexokinase: -5; TRPN1 ag: 1.2; Cl transport mod: 0.54; TRPML3 agonist: 0.7; PPC-1+TRAIL kill: 11; Thrombin inh: -3; Furin inhibitor: -4

What do the screens show for `NNC(=O)CNS(=O)(=O)c1ccc([N+](=O)[O-])cc1`?
m-calpain inh: 20; EBV gp42 block: -9; Tb hexokinase: 6; TRPN1 ag: -0.1; Cl transport mod: 0.39; TRPML3 agonist: 0.2; PPC-1+TRAIL kill: 19; Thrombin inh: 4; Furin inhibitor: 2

What do the screens show for `CC(CCc1ccccc1)NC(=O)c1ccc2nc(N3CCOCC3)sc2c1` (centres undefined)?
m-calpain inh: 10; EBV gp42 block: -11; Tb hexokinase: 11; TRPN1 ag: 1.8; Cl transport mod: 0.41; TRPML3 agonist: 0.8; PPC-1+TRAIL kill: -6; Thrombin inh: 23; Furin inhibitor: -4

What do the screens show for `Cc1nnc(SCc2ccon2)n1-c1ccccc1`?
m-calpain inh: 9; EBV gp42 block: -2; Tb hexokinase: 3; TRPN1 ag: 2.6; Cl transport mod: 1.4; TRPML3 agonist: 0.7; PPC-1+TRAIL kill: 22; Thrombin inh: 1; Furin inhibitor: -26[20 µM]

How did CN1c2ccccc2-c2nc3ccccc3n2C1c1ccco1 (centres undefined) do in these assays?
m-calpain inh: inactive; EBV gp42 block: 3; Tb hexokinase: -15; TRPN1 ag: -2.7; TRPML3 agonist: -1.1; PPC-1+TRAIL kill: 12; Thrombin inh: -11; Furin inhibitor: -46

Results for CC(=O)CCS(=O)(=O)c1ccc(Oc2ccc(S(=O)(=O)CCC(C)=O)cc2)cc1 ?
m-calpain inh: 19; EBV gp42 block: -5; Tb hexokinase: 26; TRPN1 ag: 3.7; Cl transport mod: 0.22; TRPML3 agonist: 1.4; PPC-1+TRAIL kill: 4; Thrombin inh: -5; Furin inhibitor: -9[20 µM]

Results for CCOC(=O)c1cc(-c2ccc3c(c2)OCCO3)n[nH]1 ?
m-calpain inh: -7; EBV gp42 block: -23; Tb hexokinase: -2; TRPN1 ag: 0.4; Cl transport mod: -1.6; TRPML3 agonist: 0.0; PPC-1+TRAIL kill: 36; Thrombin inh: -8; Furin inhibitor: -22

Results for c1ccc(CCc2nc(-c3ccccn3)no2)cc1 ?
m-calpain inh: 10; EBV gp42 block: -4; Tb hexokinase: -5; TRPN1 ag: 0.5; Cl transport mod: -0.17; TRPML3 agonist: 0.2; PPC-1+TRAIL kill: 27; Thrombin inh: 4; Furin inhibitor: -15[20 µM]

Results for O=C(NN=C1CCC(=NNC(=O)c2ccccn2)CC1)c1ccccn1 ?
m-calpain inh: 15; EBV gp42 block: -26; Tb hexokinase: -2; TRPN1 ag: 0.5; Cl transport mod: 0.16; TRPML3 agonist: -0.2; PPC-1+TRAIL kill: 10; Thrombin inh: -5; Furin inhibitor: -26

How did O=C(Oc1cccc(C(=S)N2CCCCC2)c1)c1ccccc1 do in these assays?
m-calpain inh: -22; EBV gp42 block: 5; Tb hexokinase: 0; TRPN1 ag: -0.4; Cl transport mod: -0.25; TRPML3 agonist: -0.6; PPC-1+TRAIL kill: 5; Thrombin inh: -2; Furin inhibitor: -17

What do the screens show for `Cc1nc2sc(C(c3cccc(F)c3)N3CCN(C(=O)c4ccco4)CC3)c(O)n2n1` (centres undefined)?
m-calpain inh: -26; EBV gp42 block: -4; Tb hexokinase: -6; TRPN1 ag: 1.2; TRPML3 agonist: 0.8; PPC-1+TRAIL kill: 22; Thrombin inh: 0; Furin inhibitor: -14[20 µM]

How did COCCNC(=O)Cc1cn(C)c2ccccc12 do in these assays?
m-calpain inh: 10; EBV gp42 block: -2; Tb hexokinase: 2; TRPN1 ag: -0.7; Cl transport mod: 0.49; TRPML3 agonist: 0.1; PPC-1+TRAIL kill: 16; Thrombin inh: -7; Furin inhibitor: -17[20 µM]

Results for COc1ccc(NC(=S)N2CCC(c3nc4ccccc4o3)CC2)c(OC)c1 ?
m-calpain inh: 6; EBV gp42 block: -15; Tb hexokinase: -1; TRPN1 ag: 0.2; Cl transport mod: -0.54; TRPML3 agonist: 1.2; PPC-1+TRAIL kill: 16; Thrombin inh: 12; Furin inhibitor: -19

Results for COc1ccc([N+](=O)[O-])cc1NC(=O)Cc1ccc(C)cc1 ?
m-calpain inh: 7; EBV gp42 block: 10; Tb hexokinase: 32; TRPN1 ag: -2.3; Cl transport mod: -0.013; TRPML3 agonist: 0.7; PPC-1+TRAIL kill: -6; Thrombin inh: -6; Furin inhibitor: 4

How did Cc1c(C(=O)C(=O)N2c3ccccc3CC2C)c2ccccc2n1C (centres undefined) do in these assays?
m-calpain inh: -1; EBV gp42 block: 5; Tb hexokinase: -13; TRPN1 ag: 0.1; Cl transport mod: -2.8; TRPML3 agonist: 0.4; PPC-1+TRAIL kill: 26; Thrombin inh: 3; Furin inhibitor: -14

What do the screens show for `S=C1NC(c2ccccc2)=CC(c2ccccc2)N1` (centres undefined)?
m-calpain inh: 30; EBV gp42 block: -2; Tb hexokinase: -3; TRPN1 ag: 1.1; Cl transport mod: -0.28; TRPML3 agonist: 0.8; PPC-1+TRAIL kill: 20; Thrombin inh: -8; Furin inhibitor: -11

How did COC(=O)c1sc2cc([N+](=O)[O-])cc(SCC(C)C)c2c1N do in these assays?
m-calpain inh: -16; EBV gp42 block: -1; Tb hexokinase: 5; TRPN1 ag: 3.7; Cl transport mod: 0.6; TRPML3 agonist: 1.5; PPC-1+TRAIL kill: 7; Thrombin inh: 2; Furin inhibitor: -28

Results for Cc1c(C(=O)O)sc2nc3n(c(=O)c12)CCC(C)CC3 (centres undefined) ?
m-calpain inh: -11; EBV gp42 block: -5; Tb hexokinase: -3; TRPN1 ag: -1.4; Cl transport mod: 0.24; TRPML3 agonist: 0.1; PPC-1+TRAIL kill: 13; Thrombin inh: 2; Furin inhibitor: -19[20 µM]

What do the screens show for `COc1ccc(-c2noc(CCC(=O)NCc3cccnc3)n2)cc1OC`?
m-calpain inh: -19; EBV gp42 block: -17; Tb hexokinase: 3; TRPN1 ag: 1.5; Cl transport mod: 0.31; TRPML3 agonist: 1.1; PPC-1+TRAIL kill: 22; Thrombin inh: -1; Furin inhibitor: -10

Results for COc1ccccc1C(c1nnnn1Cc1ccccc1)N1CCN(C2CCCC2)CC1 (centres undefined) ?
m-calpain inh: -13; EBV gp42 block: -8; Tb hexokinase: 9; TRPN1 ag: 1.1; TRPML3 agonist: 0.5; PPC-1+TRAIL kill: 32; Thrombin inh: -4; Furin inhibitor: -15[20 µM]

What do the screens show for `N#CCC(=O)Nc1ccc(C(=O)OCC(=O)N(Cc2ccccc2)C2CCS(=O)(=O)C2)cc1` (centres undefined)?
m-calpain inh: -57; EBV gp42 block: -12; Tb hexokinase: 0; TRPN1 ag: 0.8; Cl transport mod: 0.92; TRPML3 agonist: 0.8; PPC-1+TRAIL kill: -7; Thrombin inh: 2; Furin inhibitor: -17

Results for COC(=O)c1ccc(NC(=O)CSc2nnc(C)n2-c2ccccc2)cc1 ?
m-calpain inh: -15; EBV gp42 block: -9; Tb hexokinase: 6; TRPN1 ag: 0.0; Cl transport mod: -0.41; TRPML3 agonist: 0.0; PPC-1+TRAIL kill: 1; Thrombin inh: -8; Furin inhibitor: -22[20 µM]

Results for Cc1ccc(C)c(N2N=C(C(=O)O)CCC2=O)c1 ?
m-calpain inh: -39; EBV gp42 block: -8; Tb hexokinase: -13; TRPN1 ag: -0.9; Cl transport mod: -1.4; TRPML3 agonist: 1.6; PPC-1+TRAIL kill: 19; Thrombin inh: -4; Furin inhibitor: -15

Results for COc1ccccc1CCNC(=O)Cc1cccs1 ?
m-calpain inh: 19; EBV gp42 block: 0; Tb hexokinase: -2; TRPN1 ag: -0.6; Cl transport mod: 0.044; TRPML3 agonist: 0.0; PPC-1+TRAIL kill: 16; Thrombin inh: -12; Furin inhibitor: -7

How did Cc1cccc(N2C(=O)C3CC3C2=O)c1 (centres undefined) do in these assays?
m-calpain inh: 5; EBV gp42 block: -8; Tb hexokinase: -4; TRPN1 ag: 1.4; Cl transport mod: 0.97; TRPML3 agonist: 1.1; PPC-1+TRAIL kill: -4; Thrombin inh: -7; Furin inhibitor: -17

How did COc1ccc(C2C(C(=O)Nc3cc(OC)c(OC)c(OC)c3)c3ccccc3C(=O)N2C)cc1OC (centres undefined) do in these assays?
m-calpain inh: -43; EBV gp42 block: -29; Tb hexokinase: -6; TRPN1 ag: 0.9; TRPML3 agonist: -0.3; PPC-1+TRAIL kill: 16; Thrombin inh: 4; Furin inhibitor: -27

What do the screens show for `CN(N)c1nc(-c2ccccc2)nnc1C(F)(F)F`?
m-calpain inh: -10; EBV gp42 block: 0; Tb hexokinase: -4; TRPN1 ag: -0.3; Cl transport mod: 0.0024; TRPML3 agonist: -0.1; PPC-1+TRAIL kill: -6; Thrombin inh: 0; Furin inhibitor: -11

Results for COc1ccc(C(C)=O)cc1CN1C(=O)NC2(CCCCCC2)C1=O ?
m-calpain inh: 21; EBV gp42 block: 10; Tb hexokinase: -3; TRPN1 ag: -0.6; Cl transport mod: 0.9; TRPML3 agonist: 0.4; PPC-1+TRAIL kill: 3; Thrombin inh: 1; Furin inhibitor: -15[20 µM]

3 entries from above, ordered by number of heavy atoms, lowest first.
Results for Cc1ccc(C)c(N2N=C(C(=O)O)CCC2=O)c1 ?
m-calpain inh: -39; EBV gp42 block: -8; Tb hexokinase: -13; TRPN1 ag: -0.9; Cl transport mod: -1.4; TRPML3 agonist: 1.6; PPC-1+TRAIL kill: 19; Thrombin inh: -4; Furin inhibitor: -15

Results for COc1ccccc1C(c1nnnn1Cc1ccccc1)N1CCN(C2CCCC2)CC1 (centres undefined) ?
m-calpain inh: -13; EBV gp42 block: -8; Tb hexokinase: 9; TRPN1 ag: 1.1; TRPML3 agonist: 0.5; PPC-1+TRAIL kill: 32; Thrombin inh: -4; Furin inhibitor: -15[20 µM]

What do the screens show for `N#CCC(=O)Nc1ccc(C(=O)OCC(=O)N(Cc2ccccc2)C2CCS(=O)(=O)C2)cc1` (centres undefined)?
m-calpain inh: -57; EBV gp42 block: -12; Tb hexokinase: 0; TRPN1 ag: 0.8; Cl transport mod: 0.92; TRPML3 agonist: 0.8; PPC-1+TRAIL kill: -7; Thrombin inh: 2; Furin inhibitor: -17

Assay outcomes from PubChem.
